DAGLB inhibitor – diacylglycerol lipase beta (human) inhibition | HEK293T DAGLB membrane lysate, EnzChek fluorogenic substrate | inhibition, % at 5.17 µM | Q8NCG7 | hit rate 0.059% among 340,000 | AID 504411; in the data active = inhibition above about 34%;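 note: 0% = enzyme with vehicle and 100% = wells lacking enzyme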
RTF Ca sens act – increases calcium sensitivity of human cardiac regulated thin filaments | IANBD-labeled TnC RTF fluorescence at EC20 calcium; 0% EC20 calcium, 100% full calcium | activation, % at 7.2 µM | hit rate 0.24% among 340,000 | P19429+P45379;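 active = activation above the mean over all tested compounds plus 3 SD, cut at about 30% in these data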;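 note: rise in fluorescence read as greater calcium sensitivity of cardiac thin filaments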
CAL PDZ FP-1 – human CAL PDZ-peptide interaction inhibition; AID 504414; purified CAL PDZ, TMR-peptide fluorescence polarization, 1 h; Q9HD26; hit rate 0.02% among 330,000; inhibition, % at 20 µM;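 active = highest replicate inhibition of at least 40%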;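 note: plate controls were DMSO neutral control wells for no effect and unlabeled competitor peptide control wells for full effect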
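Assay system – tagged CAL PDZ protein CerCALP, purified · Timing – 1 h at RT · Compound – single point, 20 µM · Measured by – fluorescence polarization from S- and P-plane intensities, G-factor corrected · Evaluation – inhibition from polarization loss · Probe or stimulus – TMR reporter peptide T*-PRC34 · Buffer or medium – pH 7.4 phosphate-saline buffer, reducing agent, detergent, IgG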
SR-BI DiI-HDL act – SR-BI HDL lipid transfer activation. hit rate 0.096% among 320,000. CHO ldlA[mSR-BI] cells, DiI-HDL uptake fluorescence, 3 h; 100 = double the neutral-control signal. activation, % at 12.5 µM;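 active = mean replicate activation of at least 60% and every replicate at or above 60%; inconclusive = mean or all-replicate condition met, but not both; inactive = mean below 60% and not all replicates reaching 60%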;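 note: 0% = median plate neutral-control signal and 100% = twice that signal; values of inactives mirror those of a sister screen read the other way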
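Test system: SR-BI-overexpressing, LDLR-lacking CHO cells; Also added: labelled HDL, 10 µg/mL; Measured by: bottom-read cell fluorescence after medium removal, ex 550/em 595 nm; Timing: 3 h uptake period with compound, 37 °C; Buffer or medium: F12, 0.5% BSA, 25 mM HEPES; Doses: single compound concentration, delivered by pin transfer.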
RTF Ca sens inh – cardiac RTF calcium desensitization; IANBD-labeled cardiac RTF, Ca2+ fluorescence; inhibition, % at 7.15 µM; hit rate 0.12% among 340,000; AID 493244;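 active = inhibition above the mean inhibition of all tested compounds plus 3 SD, cut at about 17% in these data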;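 note: assay run at fixed EC70 calcium of 1.6 mM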
Keap1-Nrf2 PPI – Keap1-Nrf2 (human) interaction inhibition; inhibition, % at 9.4 µM; hit rate 0.15% among 340,000; Q14145; Keap1 Kelch-Nrf2 peptide fluorescence polarization, 1536-well; AID 504523; in the data active = inhibition above about 12%; inconclusive = no clear call, values can overlap the other calls; inactive = below about 7.3%;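 note: human Keap1 Kelch domain with fluorescein labeled Nrf2 9mer peptide probe; 0% = neutral control wells and 100% = peptide positive control; higher means more block of Keap1 binding to Nrf2 peptide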
PKA-R2B activ – activators of human PKA-R2B complex; PKA-R2B holoenzyme dissociation, Cy5-IP20 fluorescence polarization; R2B truncated from residue 108, S112A mutant; 0% DMSO only, 100% 113 µM cGMP; hit rate 0.079% among 340,000; activation, % at 11.4 µM; P22694+P31323;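 active = activation above a cutoff set at the mean over all compounds plus 3 SD, cut at about 18% in these data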;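 note: higher means more holoenzyme dissociation and a rise in polarization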
Target sequence (P31323 whole entry, looked up, other chains not shown, the tested form may be a part): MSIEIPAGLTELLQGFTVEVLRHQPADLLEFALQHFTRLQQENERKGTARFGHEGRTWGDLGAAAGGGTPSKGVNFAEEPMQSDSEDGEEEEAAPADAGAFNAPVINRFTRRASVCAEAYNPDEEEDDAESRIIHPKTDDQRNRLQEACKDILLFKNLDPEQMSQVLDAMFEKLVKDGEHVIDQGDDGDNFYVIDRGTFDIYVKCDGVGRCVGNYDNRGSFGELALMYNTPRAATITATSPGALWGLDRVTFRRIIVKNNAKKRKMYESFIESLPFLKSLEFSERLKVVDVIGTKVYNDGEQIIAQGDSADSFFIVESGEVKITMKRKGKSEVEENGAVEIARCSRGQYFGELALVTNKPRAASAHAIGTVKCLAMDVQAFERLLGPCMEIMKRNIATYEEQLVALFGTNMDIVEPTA
CAL PDZ FP-2 – CAL PDZ (human) peptide binding inhibition; Q9HD26; purified CAL PDZ, TMR-peptide fluorescence polarization, 1 h; inhibition, % at 24.9 µM; hit rate 0.92% among 300,000; AID 602252;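 active = mean inhibition of at least 30% with at least half of replicates also reaching 30%; inconclusive = no clear call, values can overlap the other calls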;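 note: 0% = DMSO neutral control and 100% = excess unlabeled competitor peptide PRC23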
Rtt109 Vps75 – inhibitors of Candida albicans Rtt109/Vps75 histone acetyltransferase; hit rate 0.16% among 330,000; purified Rtt109/Vps75, ThioGlo CoA-SH fluorescence, 4 h; inhibition, % at 34.9 µM; Q5AAJ8;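 active = inhibition of at least 50% in every replicate; inconclusive = best replicate reaches 50% inhibition but some replicates fall short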
Target sequence (Q5AAJ8 whole entry, looked up): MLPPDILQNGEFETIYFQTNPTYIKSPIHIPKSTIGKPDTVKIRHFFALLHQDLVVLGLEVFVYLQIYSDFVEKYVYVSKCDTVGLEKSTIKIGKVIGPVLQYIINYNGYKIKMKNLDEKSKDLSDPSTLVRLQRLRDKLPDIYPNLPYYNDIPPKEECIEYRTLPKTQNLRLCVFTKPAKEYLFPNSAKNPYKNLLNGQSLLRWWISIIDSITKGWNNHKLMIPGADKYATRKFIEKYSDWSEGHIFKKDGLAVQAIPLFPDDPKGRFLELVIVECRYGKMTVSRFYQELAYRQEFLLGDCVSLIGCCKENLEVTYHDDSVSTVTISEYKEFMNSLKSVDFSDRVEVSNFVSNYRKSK
C-LANA FP – blocks KSHV LANA C-terminal domain binding to DNA. MBP-C-LANA/FAM-LBS DNA binding, fluorescence polarization. inhibition, % at 9 µM. hit rate 0.078% among 340,000. AID 504423;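 active = highest replicate inhibition at or above 60% at 9 µM, even if other replicates fall short; inactive = all replicates below 60% inhibition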;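 note: 0% = neutral control wells and 100% = 4 µM acridine orange control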
An asterisk follows results filed as active; ? = inconclusive; . = not tested or not shown. Rows are unselected (roughly 1.6% active in at least one column).

no.	Compound	DAGLB inhibitor	RTF Ca sens act	CAL PDZ FP-1	SR-BI DiI-HDL act	RTF Ca sens inh	Keap1-Nrf2 PPI	PKA-R2B activ	CAL PDZ FP-2	Rtt109 Vps75	C-LANA FP
1	CCOc1ncccc1C(=O)NC(C)CCc1ccccc1 (stereo not given)	-2	11	-0.9	3	-5	3	4	0	3	-2.1
2	CCOc1ccc(/C=N/NC(=O)c2nnn(-c3nonc3N)c2CN2CCC(C)CC2)cc1	-2	-3	-1.7	-1	7	1	5	-1	.	1.1
3	O=C(CCSCc1ccc(Cl)cc1)NCc1cccs1	-1	-3	-2.0	10	18*	0	-3	1	-12	1.1
4	CC(=O)c1ccc(NC(=O)Cn2c3ccccc3c3nc(=O)cc(C)n32)cc1	-2	2	-2.5	.	-15	-4	4	4	-4	-0.6
5	Cc1c(CC(=O)NCCCCCC(=O)O)c(=O)oc2c(C)c3oc4c(c3cc12)CCCC4	2	-7	-13	34	-6	-1	0	-27	2	-2.2
6	COc1ccc(N(CC(=O)NCCSc2ccccn2)S(=O)(=O)c2ccc(C)cc2)cc1OC	-5	-3	0.1	29	2	0	4	-2	-5	-0.6
7	Cc1ccccc1-c1cc(C(=O)NCc2cccs2)nn1CC1CC(c2cccc([N+](=O)[O-])c2)=NO1 (stereo not given)	-2	-7	-0.2	-22	3	-2	2	3	8	0.3
8	O=C(NC1CCCC1)C(=O)N(Cc1cccnc1)C(C(=O)NCC1CCCO1)c1ccco1 (stereo not given)	-4	6	-0.2	15	-14	-3	-4	.	-9	-0.1
9	COc1ccc(C2CC(c3cccs3)=NN2S(=O)(=O)c2ccc(C)cc2)cc1 (stereo not given)	-6	5	-1.5	.	-4	-4	-12	-4	1	0.4
10	O=S(=O)(c1ccccc1)C1(S(=O)(=O)c2ccccc2)CCCC1	-1	3	-2.3	-1	1	-4	0	-2	2	-1.0
11	COc1ccccc1Oc1ccccc1C(=O)O	-1	-4	0.0	8	1	0	-6	-2	5	0.8
12	COc1ccc(C2=NN(C(=O)CSc3nc4ncc(Cl)cc4[nH]3)C(c3ccco3)C2)cc1 (stereo not given)	2	4	-2.6	-11	-2	-5	-24	5	14	3.6
13	O=C(NCCF)C1Nc2ccc(OC(F)(F)F)cc2C2C=CCC12 (stereo not given)	-6	-12	1.5	-2	-11	5	-12	-7	18	3.9
14	COC(=O)c1sc(NC(=O)CSc2nnc(C(C)C)n2C)nc1C	1	2	-1.5	22	-14	-4	2	-1	-10	-0.4
15	CCOC(=O)N1CCC(NC(=O)CNS(=O)(=O)c2ccc(Br)s2)CC1	5	2	0.0	13	-2	3	-8	.	-8	-0.1
16	COc1cc(/C=C/C(=O)Nc2nnc(CC(C)(C)C)s2)cc(OC)c1OC	-3	-11	-0.7	-4	-1	1	6	-2	-2	-1.1
17	COCCn1nnnc1C(c1ccc2ncccc2c1)N1CCN(c2ccccc2F)CC1 (stereo not given)	1	-4	0.7	3	-2	-8	-4	-3	7	-1.5
18	Cc1ccc(-c2cc(C(=O)OCC(=O)NC3CC3)c3ccccc3n2)cc1	-4	0	-2.1	-51	-4	-5	-1	-9	5	0.0
19	Cc1ccc2c(c1)[C@H]1[C@H](CO2)[C@H](c2ccccc2)[C@]2(C)C(=O)Nc3cc(F)c(F)cc3C(=O)N12	-5	7	0.1	3	-15	-4	0	.	2	1.2
20	COc1ccc(C(=O)Nc2ccccc2C(=O)N/N=C/c2ccccn2)cc1OC	.	.	-4.5	-59	.	-2	.	-7	0	2.0
21	Cc1ccc(S(=O)(=O)N2CCCCCC2)cc1C(=O)Nc1cccnc1	1	0	-1.5	-18	-3	0	-8	-2	7	0.5
22	CCN(CC(=O)Nc1ccc(S(=O)(=O)N2CCCCC2)cc1)Cc1ccccc1	-2	-4	-1.5	-28	3	-1	-3	-1	24	-0.6
23	COc1ccc(C/C(=N\OC(C)=O)c2ccc(OC)cc2)cc1	-3	-5	-1.0	11	-6	2	-5	-1	6	-1.2
24	CCCCc1[nH]nc2c1C1(C(=O)N(CC)c3ccccc31)C(C#N)=C(N)O2 (stereo not given)	-1	-7	.	19	1	0	-9	-3	-2	1.8
25	COc1cc(CNn2c(C)n[nH]c2=S)cc(Cl)c1OCc1ccc(F)cc1	-3	4	-2.2	-51	-4	0	-6	-1	5	0.2
26	COc1ccc(/C=C/C(=O)NC(=S)Nc2ccccc2)cc1OC	0	1	-1.4	8	-16	-4	6	-4	5	-1.0
27	Cc1c(-c2ccccc2)oc2c(C(=O)OCC(=O)Nc3ccc(F)cc3)cccc2c1=O	-3	-3	-2.8	-8	2	-1	-6	-3	-2	-2.2
28	COc1ccc(C2CC23N=C(c2ccccc2)OC3=O)cc1 (stereo not given)	0	-1	-0.8	31	-1	-38	0	-4	-3	0.8
29	O=C1NC(=O)C2(CCCC2c2ccccc2)N1 (stereo not given)	3	3	0.7	31	2	-2	-10	-3	1	0.3
30	CCn1c(/C=C/c2ccc([N+](=O)[O-])o2)nc2ccccc2c1=O	-1	4	0.1	7	-9	-23	3	2	-7	-21
31	O=C(COC(=O)CSCC(=O)N1CCCCC1)Nc1ccc(Cl)cc1	-2	-4	-1.1	24	3	-1	0	-5	-6	3.5
32	CCC(C)NC(=O)CSc1nc2ccccc2c(=O)n1CCCC(=O)NCC1CCCO1 (stereo not given)	1	2	-1.9	-6	0	-6	5	-4	3	0.5
33	CNc1ccc(/C=C2\COc3ccccc3C2=O)cc1[N+](=O)[O-]	2	-6	0.3	-6	-7	-1	-6	.	-1	-1.1
34	CCCNC(=O)C(Cc1ccc(I)cc1)NC(=O)C1CC1 (stereo not given)	2	6	0.4	-13	-1	-6	-6	-3	-3	-0.4
35	CCOc1ccc(S(=O)(=O)Nc2ccc(C(=O)NCC(c3ccccc3)N(C)C)cc2)cc1 (stereo not given)	0	-3	-2.8	10	-5	4	-10	0	-2	1.6
36	O=C(Nc1ccc(S(=O)(=O)N2CCCCC2)cc1)c1ccncc1	-2	3	.	-2	-6	-1	-19	0	-16	1.4
37	O=C(Nc1nc(=O)c2ccccc2s1)c1ccccc1	3	-10	-3.2	7	-3	2	-6	-5	0	0.4
38	CCOC(=O)C1CCCCN1C(=O)CCc1c(C)nc2cc(-c3ccccc3)nn2c1C (stereo not given)	-2	-4	-0.8	-47	-14	-1	13	.	2	1.1
39	CC[C@@H]1CC=C[C@H]2[C@H]1C(=O)N(Cc1ccccc1)[C@H]2c1ccc(OC)c(Cl)c1	-8	5	-3.3	-1	-12	-3	-3	-6	-1	-2.3
40	CCOC(=O)c1ccc(NC(=O)CN(C)S(=O)(=O)c2ccc(OC)cc2)cc1	-1	6	0.5	-20	-9	-1	2	-2	7	0.1
41	O=C(COc1ccccc1Cl)NCCCNC(=O)c1cnccn1	0	-5	-0.6	.	-13	-4	-3	.	1	-1.2
42	COc1cc2c(cc1OC)C(c1cccc(C)c1)CC(=O)N2 (stereo not given)	1	-3	-1.4	5	0	-4	2	-1	.	-0.8
43	Nc1nc(Nc2cccc(Cl)c2)n[nH]1	.	.	-0.6	9	.	-5	.	-2	5	1.2
44	Cc1nc2ccc(NC(=O)CCS(=O)(=O)c3ccc(Cl)cc3)cc2s1	0	11	-2.4	-32	-11	-4	4	-1	1	-0.6
45	CN(C)C(=S)NC1CCS(=O)(=O)C1 (stereo not given)	-1	0	-0.1	8	-5	-4	4	-2	-14	0.0
46	Nc1cc(=O)[nH]c(SCC(=O)Nc2ccccc2Sc2ccc(Cl)cc2)n1	-2	1	-1.3	10	0	-1	-12	.	-1	0.3
47	COc1ccc(CCNC(=O)CCc2cc(OC)c(OC)c(OC)c2)cc1	0	0	-0.7	.	-3	-5	-3	15	0	-0.5
48	CCc1nc(SCC(=O)N2CCCC2)c2c(=O)n(C)c(=O)n(C)c2n1	3	-2	-2.5	14	12	-4	-5	-3	-14	-0.8
49	O=C(CCC1CCCC1)NCc1cccs1	-1	-5	-5.3	6	2	5	-12	1	2	5.8
50	COc1ccc(NC(=O)c2ccc(-c3ccc(C)c4ccccc34)o2)cc1	-10	-2	0.4	.	8	-5	-11	-10	-1	0.2
51	COc1ccc(N(CC(=O)N2CCc3ccccc3C2)S(=O)(=O)c2c(C)nn(C)c2C)cc1	1	3	1.2	7	-14	2	-3	-4	-4	-2.2
52	CCN(CC)CCn1c2c(c(SCC(=O)Nc3cc(C)on3)nc1=O)CCCC2	2	10	-1.9	-12	8	-2	1	-2	-12	2.0
53	COc1ccc(C=NOCC(=O)OCC(=O)Nc2ccc(OC)cc2)cc1	-3	2	-0.6	-3	-6	0	0	.	-1	-0.4
54	Cc1ccc(S(=O)(=O)Cn2nnnc2C(CC(C)C)N2CCN(c3ccc(F)cc3)CC2)cc1 (stereo not given)	-7	-6	-1.2	-14	-1	-7	-15	-4	0	-1.1
55	C/C(=N\Nc1ccccc1)c1cccc(N)c1	0	7	-1.5	-10	4	?	-2	-3	14	-1.6
56	CCOc1ccc2nc(SCC(=O)NC3CC3)sc2c1	0	-5	-2.8	-5	2	0	-6	-1	-16	-0.5

Additional structures follow:
no.	Compound	DAGLB inhibitor	RTF Ca sens act	CAL PDZ FP-1	SR-BI DiI-HDL act	RTF Ca sens inh	Keap1-Nrf2 PPI	PKA-R2B activ	CAL PDZ FP-2	Rtt109 Vps75	C-LANA FP
57	Cc1ccc(NC(=O)c2ccc(OC(=O)COc3cccc(Cl)c3)cc2)cc1	2	-3	0.0	-3	0	4	6	-4	5	1.5
58	CC(C)C12CN3CC(C(C)C)(CN(C1)C3c1ccc([N+](=O)[O-])o1)C2=O (stereo not given)	0	-2	-1.8	35	8	2	-7	-2	-4	0.3
59	CCC(=O)NN1CCc2cc3ccc(C)cc3nc21	-3	4	0.1	15	-2	4	-1	2	.	-3.1
60	Cc1ccc(C(=O)N/C(=C\c2ccc(-c3ccc(Br)cc3)o2)C(=O)NCCCN(C)C)cc1	6	6	-0.9	3	-4	-1	-7	2	.	0.2
61	Cc1cnn(C(=O)c2cc(-c3ccccn3)nc3ccc(Cl)cc23)c1	2	-1	-0.4	13	-6	0	0	2	-4	1.4
62	O=C(CCCN1C(=O)/C(=C\c2ccccc2)SC1=S)Nc1ccc(O)cc1C(=O)O	13	-2	-0.5	12	3	-7	1	77*	?	-1.4
63	O=C(COC(=O)/C=C/c1ccc(Br)o1)Nc1ccc2[nH]c(=O)[nH]c2c1	-1	-11	-2.9	0	6	0	-2	-1	-3	-2.2

From PubChem BioAssay
